IDH1 R132H inh: inhibitors of human mutant IDH1 R132H; O75874; IDH1-R132H enzyme, NADPH consumption, diaphorase/resazurin fluorescence; Potency, µM (highest dose often 76.6 µM), without a hit: at the top dose activity change, negative = inhibition, usual class: inhibitors; 390,000 compounds, 0.093% hits; further: on the % scale 0 is the no-effect control and ±100 the full control effect; nearly all actives have a fitted effect of over 65% in size
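IDH1-R132H (0.5 ug/mL) preincubated 30 min with compound, then NADPH (0.016 mM) and alpha-KG (2 mM) added; 80 min at RT, pH 7.5. Remaining NADPH coupled via diaphorase/resazurin to fluorescence (540/590 nm); concentration-response curves normalized to no-enzyme control.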
12-LOX inh: blocks human arachidonate 12S-lipoxygenase. P18054. purified 12hLO, xylenol orange hydroperoxide absorbance. Potency, µM (series often up to 108 µM), for the others: top-dose activity change, negative = inhibition, usual class: inhibitors. 580,000 compounds, 1.1% hits. AID 1671190; further: on the % scale 0 is the no-effect control and ±100 the full control effect
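Purified human 12hLO at 150 nM in 25 mM Hepes, 0.01% Triton X-100, pH 7.0, preincubated 15 min at room temperature with compound. Reaction started with 40 uM arachidonic acid, 30 min at room temperature. Hydroperoxide measured by Fe-xylenol orange, 573/405 nm absorbance ratio.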
rTrxR1 inhibitor: inhibitors of rat thioredoxin reductase 1 | Potency, µM (top dose mostly 114 µM), without a hit: top-dose activity change, negative = inhibition, usual class: inhibitors | O89049 | 390,000 compounds, 1% hits | AID 588453 | recombinant rTrxR1, NADPH fluorescence consumption, selenite substrate; further: on the % scale 0 is the no-effect control and ±100 the full control effect; nearly all actives have a fitted effect of over 65% in size
Target sequence (O89049 whole entry, looked up): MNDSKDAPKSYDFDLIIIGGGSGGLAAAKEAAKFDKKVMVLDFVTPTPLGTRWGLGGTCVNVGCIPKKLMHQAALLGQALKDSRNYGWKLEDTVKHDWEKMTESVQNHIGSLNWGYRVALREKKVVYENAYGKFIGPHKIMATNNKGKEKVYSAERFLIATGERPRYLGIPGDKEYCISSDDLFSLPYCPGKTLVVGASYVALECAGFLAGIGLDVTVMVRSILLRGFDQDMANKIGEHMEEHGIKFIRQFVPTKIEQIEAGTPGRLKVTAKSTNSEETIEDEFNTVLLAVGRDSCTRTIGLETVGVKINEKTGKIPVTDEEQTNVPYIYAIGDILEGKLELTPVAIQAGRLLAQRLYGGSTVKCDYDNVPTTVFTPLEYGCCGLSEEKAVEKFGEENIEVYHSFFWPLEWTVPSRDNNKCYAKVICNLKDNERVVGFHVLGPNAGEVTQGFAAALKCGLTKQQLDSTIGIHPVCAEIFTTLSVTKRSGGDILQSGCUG
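Rat TrxR1 (90 nM in the dispensed reagent) was pre-reduced with 400 uM NADPH for 5 min at room temperature, then incubated with compound for 15 min. After 400 uM selenite was added, NADPH fluorescence (Ex 340/Em 450 nm) was followed for 8 min.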
TrxR1 substrate: rat thioredoxin reductase 1 substrate activity. purified TrxR1 substrate turnover, NADPH consumption readout. Potency, µM (top dose mostly 114 µM), inactives show top-dose activity change, negative = substrate turnover. 390,000 compounds, 0.01% hits. AID 588456; further: on the % scale 0 is the no-effect control and ±100 the full control effect; nearly all actives have a fitted effect of over 50% in size
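Rat TrxR1, dispensed at 90 nM, was prereduced with 400 uM NADPH (final) for 5 min at ~22 deg C, then incubated with compound 15 min before 400 uM selenite. A first-read NADPH fluorescence drop versus no-compound background flagged substrates.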
RGS4 inhibitor: blocks human RGS4-accelerated GTP hydrolysis. P49798. Transcreener GDP fluorescence polarization, RGS4-accelerated GTP hydrolysis. Potency, µM (top dose mostly 114 µM), for inactives: top-dose activity change, negative = inhibition, hits mostly inhibitors. 390,000 compounds, 0.039% hits. AID 504845; further: on the % scale 0 is the no-effect control and ±100 the full control effect; nearly all actives have a fitted effect of over 75% in size; some results filed as inactive show a strong effect at the top dose
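MLSMR compounds (23 nl, pin-transferred) preincubated 10 min at room temperature with a 500nM (2x) first reagent, then RGS4 at 900nM (2x) plus Transcreener GDP mix added; fluorescence polarization (620/688 nm) read before and after 90 min at 30 °C.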
Vif-A3F inh: Vif-A3F binding inhibition; 390,000 compounds, 0.2% hits; HeLa A3F-eYFP + Vif (tagged APOBEC3F with the HIV-1 protein that degrades it), YFP fluorescence increase; Potency, µM (doses to about 46.1 µM), without a hit: at the top dose activity, negative = active; further: % of control where 0% means no effect; nearly all actives have a fitted effect of over 65% in size
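HeLa cells stably expressing Vif plus C-terminally eYFP-tagged A3F were seeded, incubated overnight at 37 deg C, dosed with compound, incubated overnight again at 37 deg C. Yellow fluorescence (Ex 488/Em 500-530) reported blocked Vif-mediated A3F-eYFP degradation.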
USP1-UAF1 inh: inhibitors of human USP1/UAF1 deubiquitinase | 390,000 compounds, 0.23% hits | recombinant USP1/UAF1, Ub-Rhodamine cleavage fluorescence | Potency, µM (series often up to 57.1 µM), without a hit: at the top dose activity change, negative = inhibition, hits mostly inhibitors; further: on the % scale 0 is the no-effect control and ±100 the full control effect; nearly all actives have a fitted effect of over 60% in size; inactives centre near -12
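In this screen, compounds sit with the deubiquitinase complex (1nM) for 15 min at room temperature before Ub-Rho is added at 150nM final. Fluorescence rise is then followed for 6 reads every 60 seconds.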
RXFP1 agonist: agonists of human relaxin receptor RXFP1 | AID 2676 | Q9HBX9 | 370,000 compounds, 0.3% hits | Potency, µM (doses to about 57.5 µM), for inactives: at the top dose activation, hits mostly activators | HEK293T-RXFP1 cAMP TR-FRET, 30 min; response scale: percent of porcine relaxin response, buffer zero; further: on the % scale 0 is the no-effect control and ±100 the full control effect; nearly all actives have a fitted effect of over 60% in size; many of its hits are not listed in these tables
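cAMP rise read by TR-FRET after 30 min, 37C compound exposure (up to 58 uM) in RXFP1-transfected HEK293 cells with Ro 20174 present. EC50 from Hill-equation fits, with 29 nM porcine relaxin as 100% and buffer as basal.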
Vif-APOBEC3G blk: Vif-A3G binding inhibition. 410,000 compounds, 0.076% hits. AID 602310. HeLa A3G-eYFP + Vif (tagged APOBEC3G with the HIV-1 protein that degrades it), YFP fluorescence, overnight. Q9HC16. Potency, µM (series often up to 46.1 µM), for inactives: at the highest dose activity, negative = active, hits mostly inhibitors;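 further: on the % scale 0 is the no-effect control and ±100 the full control effect; nearly all actives have a fitted effect of over 60% in size; hits raise eYFP signal because A3G escapes Vif-driven loss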
Target sequence (Q9HC16 whole entry, looked up): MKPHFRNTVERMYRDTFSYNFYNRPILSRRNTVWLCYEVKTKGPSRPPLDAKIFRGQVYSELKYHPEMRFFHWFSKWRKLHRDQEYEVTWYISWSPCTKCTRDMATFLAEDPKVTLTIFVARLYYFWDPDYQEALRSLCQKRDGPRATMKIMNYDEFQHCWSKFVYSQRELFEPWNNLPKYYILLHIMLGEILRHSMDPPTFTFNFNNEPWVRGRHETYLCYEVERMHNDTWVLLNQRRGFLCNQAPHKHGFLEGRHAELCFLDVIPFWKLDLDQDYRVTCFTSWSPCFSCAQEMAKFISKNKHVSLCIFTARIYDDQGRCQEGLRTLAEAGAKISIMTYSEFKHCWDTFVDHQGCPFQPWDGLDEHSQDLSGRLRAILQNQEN
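HeLa cells stably expressing Vif and C-terminally eYFP-tagged A3G, seeded overnight at 37 deg C, then exposed to compound by pintool overnight at 37 deg C. Rise in yellow fluorescence (Ex 488/Em 500-530, Acumen) marks blocked Vif-driven A3G degradation.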
Numbers without * were called inactive; ? = inconclusive; . = not tested or not shown; [ ] = dose if it differs, or a comment. The call rests on the fitted dose curve; in most records, active means well fitted curve in the direction sought with a large enough effect; inconclusive means small, poorly fitted or top-dose-only effect, or another doubt; inactive means no such curve, though single readings can be large; an effect the other way counts as inactive or inconclusive. Potency means the concentration at half of the fitted maximal effect.

SMILES	IDH1 R132H inh	12-LOX inh	rTrxR1 inhibitor	TrxR1 substrate	RGS4 inhibitor	Vif-A3F inh	USP1-UAF1 inh	RXFP1 agonist	Vif-APOBEC3G blk
COC(=O)c1ccc(CSc2nc(C(F)(F)F)c3c(c2C#N)CCC3)o1	22%	42%	-14%	-2%	-11%	6%	-13%	0.1%	-4%
O=C(NC(=O)c1cccc(F)c1)Nc1ccc(-c2cc(C(F)(F)F)nn2-c2ccccc2)cc1	.	-5%	7%	4%[11.4 µM]	0%	.	7%	-1.4%	.
COC(=O)/C=C1\NCCSC1=O	3%	0%	6%	1%	21%	-8%	2%	0.1%	2%
COc1ccc(N2CCN(C(=O)C3CCN(S(=O)(=O)c4cnc[nH]4)CC3)CC2)cc1	4%	?	-2%	-8%	14%	1%	-17%	-2.2%	1%
CC/C=C/C(=O)N1CC2(CC(c3cccc(NC(=O)CCCCC)c3)=NO2)C[C@H]1C(N)=O (stereo not given in full)	10%	-3%	9%[57.1 µM]	10%[57.1 µM]	4%	2%	-11%	7.8%	-4%
C[C@H](CO)N1C[C@H](C)[C@@H](CN(C)C(=O)Nc2ccc3c(c2)OCO3)Oc2ccc(NC(=O)Nc3ccc4c(c3)OCO4)cc2C1=O	4%[38.3 µM]	-13%	0%	-6%	17%	2%	-14%	.	-2%
CCCNCc1cc(Br)ccc1OCC(=O)NCCc1ccccc1	4%	4%	-4%	-4%	-43%	2%	-20%	0.6%	4%
C1=C(c2ccccc2)Nc2nnnn2C1	7%	-17%	79µM*	110%[activator]	-33%	0%	-11%	2.8%	1%
O=C(OCc1c(Cl)nc2sccn12)c1cc2c(s1)CCCC2	10%	-16%	3%	3%	-21%	-4%	-20%	-1.3%	-5%
O=S1(=O)CCN(C2CCCCCCC2)CC1	-4%	3%	.	.	.	-1%	-21%	.	1%
Cc1cc(=O)oc2cc(NC(=O)CCC(=O)O)ccc12	1%	10%	7%	524%[activator]	7%	3%	-16%	7.0%	-6%
CCN(CC)S(=O)(=O)c1ccc(C(=O)NC2=NCCS2)cc1	5%	-44%	-1%[57.1 µM]	1%[57.1 µM]	-7%	7%	-13%	-0.1%	4%
O=C(COc1ccccc1[N+](=O)[O-])NC1CC1	1%	9%	6%[57.1 µM]	1%[57.1 µM]	12%	6%	-10%	1.1%	-1%
NC(=O)c1ccccc1NC(=O)CCCN1C(=O)CCC1=O	0%	2%	3%[57.1 µM]	-4%[57.1 µM]	41%	6%	-9%	0.7%	0%
CCOc1cccc2cc(-c3cn4cc(C)ccc4n3)c(=O)oc12	-1%	0%	0%[57.1 µM]	2%[57.1 µM]	1%	-5%	-17%	-0.1%	-8%
Cn1c(=O)c2c(ncn2CC(O)CO)n(C)c1=O (stereo not given)	6%	16%	11%	7%	-4%	-2%	-13%	11%	-4%
Cc1nc(SCC(=O)N2CCN(c3ccccc3)CC2)c2oc3ccccc3c2n1	3%	0%	12%[57.1 µM]	9%[57.1 µM]	-4%	3%	-31%	5.2%	0%
CCOc1ccc(NC(=O)Cc2c(O)c3ccccc3[nH]c2=O)cc1	10%	0%	8%[57.1 µM]	9%[57.1 µM]	-4%	7%	0%	-1.1%	0%
COc1ccccc1CNC(=O)/C=C/c1ccc(Br)o1	2%	0%	-63%	-5%	-40%	8%	-3%	0.3%	0%
O=C(COC(=O)/C=C/c1cccc(Cl)c1)NC(=O)NCc1ccccc1	-12%	28%	-8%	-4%	-10%	-2%	-20%	-0.8%	-4%
COc1ccc(C2C(C(=O)OCC(=O)Nc3ccc(C)cc3)CCC(=O)N2c2ccc(OC)cc2)cc1 (stereo not given)	5%	0%	10%[57.1 µM]	-5%	-31%[11.4 µM]	-1%	-16%	1.6%	0%
O=S(=O)(c1ccc(Cl)cc1)c1nc(-c2ccccc2F)oc1NCCCN1CCOCC1	7%	0%	-11%	-10%	-15%	1%	-11%	1.1%	1%
Cc1ccc(S(=O)(=O)N2CCCCC2)cc1NC(=O)CSc1nnc(C2CC2)n1C	3%	-3%	19%	4%	1%	0%	-1%	.	-1%
C#CCSc1ncc(S(=O)(=O)c2ccccc2)c(=O)[nH]1	0%	-29%	14%	6%	-3%	15%	-20%	-0.5%	1%
Cc1ccc(-c2c(C#N)c(N)nc3c2CCCC3)s1	2%	52%[activator][57.4 µM]	-5%	33%	-18%	-8%	-6%	5.1%	3%
CC1(C(=O)N2CCC(CO)(Cc3cccc(C(F)(F)F)c3)CC2)CC1	0%	5%	23%	7%	-1%	-5%	-17%	-0.1%	1%
CC(=O)CC(=O)NC(=NC1CCCCC1)Nc1nc(C)cc(C)n1	-6%	0%	3%	-2%	18%	0%	-4%	2.0%	-4%
CCCn1c(N)c(N2CCCCC2)c(=O)n(CC(=O)Nc2ccc(OC(F)(F)F)cc2)c1=O	1%	0%	-4%	-3%	-12%	0%	-5%	3.2%	1%
O=C(CCN1C(=O)/C(=C/c2cccs2)SC1=S)Nc1cccc(C(=O)O)c1	-5%	-20%	-9%	-4%	-33%	-23%	?	-0.5%	-5%
Cc1sc2ncn(CC(=O)N3CCN(c4ccccc4)CC3)c(=O)c2c1S(=O)(=O)N1CCN(c2ncccn2)CC1	-2%	0%	-1%	-8%	21%	1%	-15%	1.1%	2%
Cc1cccc(-c2nc3ccccc3c(=O)n2NC(=O)/C=C/c2ccc([N+](=O)[O-])cc2)c1	5%	-9%	20%	1%	-1%[11.4 µM]	8%	-20%	2.2%	-7%
O=C(CN1CCN(Cc2ccccc2Cl)C1=O)NC1CCCCCC1	7%	-12%	9%[57.1 µM]	10%	2%	-1%	-19%	0.1%	-2%
Cc1cccc(/C=N/NC(=O)CN2CCCCCCC2)c1	4%	0%	15%[57.1 µM]	11%[57.1 µM]	2%	2%	-1%	-1.4%	1%
CC1CC(CC(=O)NNc2nc(-c3ccccc3)cs2)C(=O)O1 (stereo not given)	0%	-4%	20%	0%	-16%	4%	-23%	3.8%	0%
N#CC1=C(N)n2c(s/c(=C\c3ccco3)c2=O)=C(C#N)C1c1ccco1 (stereo not given)	5%	13µM*	?	1%	?	?	-20%	-1.4%	-11%
N#Cc1c(N)nc(N)nc1Nc1ccc(Br)cc1	6%	-22%	17%	7%	5%	0%	-26%	2.3%	-7%
COc1cccc(CNC(=O)C2CCCN(c3nnc(-n4c(C)ccc4C)s3)C2)c1 (stereo not given)	3%	-9%	-27%	-4%	-18%	2%	-4%	-0.1%	3%
O=Cc1nccc2ccccc12	3%	?	7%[11.4 µM]	4%[11.4 µM]	-6%	-6%	-15%	.	1%
COc1ccc(C)cc1S(=O)(=O)N(CC(=O)N1CCCC1)c1ccc(C)cc1	3%	-3%	-10%	-6%	-20%	-9%	-16%	.	-3%
O=C(NCC1CCCO1)C(=O)N/N=C/c1c(F)cccc1Cl (stereo not given)	0%	-15%	9%	5%	8%	14%	-17%	2.1%	1%
COc1ccc(Cl)cc1NC(=O)CN(C)C(C)C(=O)NCC1CCCCC1 (stereo not given)	4%	0%	5%	-1%	8%	-3%	-9%	3.4%	-1%

9 entries from above, with values under each structure:
Each structure is followed by: IDH1 R132H inh	12-LOX inh	rTrxR1 inhibitor	TrxR1 substrate	RGS4 inhibitor	Vif-A3F inh	USP1-UAF1 inh	RXFP1 agonist	Vif-APOBEC3G blk
- Cc1cccc(/C=N/NC(=O)CN2CCCCCCC2)c1
    4%	0%	15%[57.1 µM]	11%[57.1 µM]	2%	2%	-1%	-1.4%	1%
- CC1CC(CC(=O)NNc2nc(-c3ccccc3)cs2)C(=O)O1 (stereo not given)
    0%	-4%	20%	0%	-16%	4%	-23%	3.8%	0%
- N#CC1=C(N)n2c(s/c(=C\c3ccco3)c2=O)=C(C#N)C1c1ccco1 (stereo not given)
    5%	13µM*	?	1%	?	?	-20%	-1.4%	-11%
- N#Cc1c(N)nc(N)nc1Nc1ccc(Br)cc1
    6%	-22%	17%	7%	5%	0%	-26%	2.3%	-7%
- COc1cccc(CNC(=O)C2CCCN(c3nnc(-n4c(C)ccc4C)s3)C2)c1 (stereo not given)
    3%	-9%	-27%	-4%	-18%	2%	-4%	-0.1%	3%
- O=Cc1nccc2ccccc12
    3%	?	7%[11.4 µM]	4%[11.4 µM]	-6%	-6%	-15%	.	1%
- COc1ccc(C)cc1S(=O)(=O)N(CC(=O)N1CCCC1)c1ccc(C)cc1
    3%	-3%	-10%	-6%	-20%	-9%	-16%	.	-3%
- O=C(NCC1CCCO1)C(=O)N/N=C/c1c(F)cccc1Cl (stereo not given)
    0%	-15%	9%	5%	8%	14%	-17%	2.1%	1%
- COc1ccc(Cl)cc1NC(=O)CN(C)C(C)C(=O)NCC1CCCCC1 (stereo not given)
    4%	0%	5%	-1%	8%	-3%	-9%	3.4%	-1%

These rows are one share of the data, so the mix of outcomes need not match the whole.
